# TEAD-YAP block: TEAD-YAP interaction inhibition; HEK-TIYL cells, TEAD-Gal4/YAP UAS-luciferase luminescence; inhibition, % at 9.12 µM; 640,000 compounds, 1.4% hits; AID 1259422; in the data active = inhibition above about 32%;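 also: 0% = median of test compound wells and 100% = reference inhibitor wells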
# FBW7 activator: activators of human E3 ligase FBW7; AID 1259310; 650,000 compounds, 0.13% hits; AlphaScreen FBW7–phospho-cyclin E peptide binding, activator screen; normalized activity (activation), % at 26.1 µM; Q969H0; in the data active = normalized activity above about 1.9%;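 also: purified mutant Fbw7 with reduced substrate affinity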
# Target sequence (Q969H0 whole entry, looked up): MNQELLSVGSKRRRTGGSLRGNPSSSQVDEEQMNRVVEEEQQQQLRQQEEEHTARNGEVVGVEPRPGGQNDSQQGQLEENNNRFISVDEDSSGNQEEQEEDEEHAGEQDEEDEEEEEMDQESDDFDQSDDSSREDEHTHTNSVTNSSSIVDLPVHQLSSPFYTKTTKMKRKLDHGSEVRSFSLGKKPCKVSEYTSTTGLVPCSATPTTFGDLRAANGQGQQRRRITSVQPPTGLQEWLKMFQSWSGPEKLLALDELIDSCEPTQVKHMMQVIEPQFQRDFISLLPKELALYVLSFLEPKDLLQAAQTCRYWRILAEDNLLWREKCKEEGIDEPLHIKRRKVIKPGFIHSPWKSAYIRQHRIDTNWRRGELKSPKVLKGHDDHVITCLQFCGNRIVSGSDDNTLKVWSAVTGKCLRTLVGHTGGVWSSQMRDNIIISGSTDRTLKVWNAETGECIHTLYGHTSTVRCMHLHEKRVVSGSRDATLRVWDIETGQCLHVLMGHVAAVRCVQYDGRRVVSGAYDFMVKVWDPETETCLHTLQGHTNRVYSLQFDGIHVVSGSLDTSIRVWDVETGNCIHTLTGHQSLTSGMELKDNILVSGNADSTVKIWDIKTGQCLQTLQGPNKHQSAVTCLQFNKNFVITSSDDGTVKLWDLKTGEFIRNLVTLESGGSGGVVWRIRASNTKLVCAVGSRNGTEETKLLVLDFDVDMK
# MITF inh: inhibitors of human MITF; 650,000 compounds, 0.91% hits; AID 1259374; AlphaScreen MITF homodimerization, bead proximity signal; inhibition, % at 2.6 µM; in the data active = inhibition above about 50%;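 also: 0% = vehicle wells with protein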
# GPR151 activ: activates the human receptor GPR151; Q8TDV0; 650,000 compounds, 1% hits; activation, % at 11.2 µM; PathHunter beta-arrestin GPR151 cells, luminescence; in the data active = activation above about 4.9%;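 also: 0% = median of compound wells and 100% = cells with positive control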
# * marks the source's active call; other numbers are inactive results.
molecule,TEAD-YAP block,FBW7 activator,MITF inh,GPR151 activ
Cc1nn(C(=O)c2ccnn2C)c(C)c1Cl,6.6,0.1,11.2,2.5
Cc1ccc2nc(Nc3ccc(Cl)cc3)c(C=O)c(=O)n2c1,0.0,0.1,-8.5,-2.4
CCc1nc(-n2nc(C)cc2N)c2c3c(sc2n1)CCC3,-3.9,0.0,-3.6,-2.4
COC(=O)c1c(NC(=O)c2ccc(Cl)c(Cl)c2)sc2c1CCCC2,2.8,0.1,16.6,0.2
COc1ccc(N2C(=O)CC(S/C(N)=N/N=C(\C)c3ccc(Cl)cc3)C2=O)cc1 (configuration not stated),7.5,0.6,-16.5,-0.4
CCOCCn1c(Cc2ccccc2)nc2ccccc21,-2.3,-0.3,-12.6,0.3
CC(=O)Nc1ccc(C2C(C#N)=C(N)Oc3n[nH]c(C(C)(C)C)c32)cc1 (configuration not stated),-2.6,-0.1,6.3,0.6
Cc1ccccc1C(=O)Nc1ccccc1-c1nnn(CC(=O)NC2CCCC2)n1,3.3,0.0,5.0,0.8
COc1ccc(Oc2ccc(N/C=C3/CCCC3=O)cc2)cc1,3.3,0.0,3.9,1.4
O=C(CSc1nc2ccc(I)cc2c(=O)[nH]1)Nc1ccccc1,-0.9,0.3,20.7,-0.2
Cc1cc(=O)c(OCc2ccc(F)cc2)cn1CC(=O)NCC1CCCO1 (configuration not stated),-9.8,0.1,-11.9,-2.1
CC(=O)N1CCN(c2ccc(NC(=O)COc3cc(C)cc(C)c3)cc2)CC1,2.6,-0.2,-5.4,-0.9
O=c1[nH]c(-c2cccs2)nc2sc3c(c12)CCC3,-6.2,0.2,5.7,0.3
COc1ccc(OC)c(Nc2nc3nonc3nc2Nc2cc(OC)ccc2OC)c1,-3.4,-0.2,-4.8,-1.1
Cc1ccc(CSc2nn3c(=O)c(C)nnc3s2)cc1,-6.1,-0.6,-14.1,-1.6
CCOCCCNC(=S)Nc1ccc(C(=O)OC)cc1,-7.9,0.0,-7.2,-0.1
COc1ccc(CCNC(=O)c2ccnc(Nc3cc(OC)c(OC)c(OC)c3)c2)cc1,11.4,0.0,9.1,-1.1
Cc1cc(C)nc(NC(=S)Nc2ccc(Cl)c(Cl)c2)n1,-6.0,0.2,13.8,-1.9
N#C/C(=C\c1ccc(F)cc1)C(=O)Nc1ccc([N+](=O)[O-])cc1Br,16.6,0.9,3.8,1.4
COc1ccc(NC(=O)Nc2nnc(N3CCC(C)CC3)s2)cc1OC,9.1,0.0,-4.4,0.4
COc1ccc(/C=C(/C#N)C(=O)NCCc2ccccc2Cl)c(OC)c1OC,2.6,0.0,-8.0,-1.5
Cc1[nH]c2ccccc2c1C(=O)COC(=O)CCS(=O)(=O)c1ccccc1Cl,7.1,0.6,2.1,-0.1
CCOC(=O)c1cccc(NC(=O)CCN2C(=O)C3C4C=CC(C4)C3C2=O)c1 (configuration not stated),-4.0,0.2,12.4,-0.2
O=C(N1CCN(Cc2ccc3c(c2)OCO3)CC1)N1c2ccccc2Sc2ccccc21,-9.6,-0.2,16.8,0.3
O=C(c1ccc(Cl)cc1)n1nc(-c2cccnc2)nc1NCc1ccco1,-3.3,0.0,2.6,-0.9
N#Cc1c(NC(=O)CSc2cccc[n+]2[O-])sc2c1CCCCC2,-1.6,-0.1,8.3,2.0
CC(Nc1n[nH]c(=O)[nH]c1=O)C(=O)OCc1ccccc1 (configuration not stated),-2.3,0.0,-6.3,1.1
COc1ccc(Cc2nc(-c3cccc(C)c3)no2)cc1,-38.0,1.2,12.6,-0.9
CC(C)NC(=O)c1ccc(N2CCCC2=O)cc1,-11.2,0.0,15.6,-1.2
OC(COc1ccc(Br)cc1)CN1CCc2ccccc2C1 (configuration not stated),-7.0,0.1,6.7,-0.4
COc1ccc(-c2nc(C(N)=O)c3[nH]c(=O)n(-c4ccc(F)cc4)c3n2)cc1OC,8.4,0.2,1.2,-2.0
CCCSc1nc(N)c2c3c(sc2n1)CCC(C)C3 (configuration not stated),-43.4,-0.1,-1.2,2.0
COc1ccc(C2C(C(C)=O)=C(O)C(=O)N2c2ccc(O)cc2)cc1 (configuration not stated),0.2,0.1,11.6,-0.3
CC1CC(O)N(c2ccccc2)C(=S)N1 (configuration not stated),6.3,0.1,2.4,-1.2
COC(=O)Cc1cnc(NC(=O)C(C)(C)Oc2ccc(Cl)cc2)s1,2.2,0.0,13.2,-1.1
CCOc1ccc(NC(=S)NCC(c2cccnc2)N(C)C)cc1 (configuration not stated),-4.7,-0.2,-2.9,-0.6
C=CCn1c(=NC(=O)c2ccccc2[N+](=O)[O-])sc2cc(NC(C)=O)ccc21,48.5*,0.0,4.1,0.4
CCC(=O)N(Cc1ccccc1)Cc1cc2cc3c(cc2[nH]c1=O)OCO3,2.3,0.0,-0.3,0.3
C/C(=N/NC(=O)COc1ccccc1)c1ccccc1O,-2.1,-0.2,-11.2,4.2
O=C1OC(c2cccc(F)c2)=N/C1=C\c1ccc2c(c1)OCO2,-11.1,0.0,-2.3,-1.0

# Record cards (already shown).
# Cc1ccccc1C(=O)Nc1ccccc1-c1nnn(CC(=O)NC2CCCC2)n1 is entered as TEAD-YAP block: 3.3; FBW7 activator: 0.0; MITF inh: 5.0; GPR151 activ: 0.8
# CCCSc1nc(N)c2c3c(sc2n1)CCC(C)C3 (configuration not stated) is entered as TEAD-YAP block: -43.4; FBW7 activator: -0.1; MITF inh: -1.2; GPR151 activ: 2.0

# (list continues)
molecule,TEAD-YAP block,FBW7 activator,MITF inh,GPR151 activ
N#CC1=C(N)Oc2c(sc3ccccc23)C1c1ccccc1 (configuration not stated),-19.1,0.3,-13.8,0.3
CCOC(=O)CNC(=O)c1cc2c(=O)n(CC)c3ccccc3c2s1,3.0,0.0,1.6,0.5
Cc1cccc(-n2cnc3cc(C(=O)N4CCCCC4)ccc32)c1,-40.3,0.1,9.8,0.4
CN(C(=O)CN1C(=O)CCc2ccccc21)c1ccc(Br)cc1,16.1,-0.1,15.9,-0.1
Cc1ccc(NC(=O)c2sc3nc4c(c(-c5ccco5)c3c2N)CCCC4)cc1,-4.9,0.2,51.2*,0.7
CC(C)CN1C(=O)C(=O)N(CC(=O)NCc2ccc3c(c2)OCO3)C1=O,4.5,0.3,17.4,0.4
O=C1c2ccccc2S(=O)(=O)N1Cc1c(F)cccc1Cl,2.6,0.2,9.7,0.5
Cn1c(=O)c2c(nc(NCCNC(=O)CCl)n2Cc2ccc(F)cc2)n(C)c1=O,15.4,0.1,3.7,0.5
Cc1ccc(C)c(N(CC(=O)Nc2cccc(C(F)(F)F)c2)S(C)(=O)=O)c1,10.6,0.1,-1.3,0.2
COc1ccccc1C(=O)Nc1cc2ccccc2oc1=O,-20.5,0.2,12.9,0.6

# Pulled by structure from the entries so far:
molecule,TEAD-YAP block,FBW7 activator,MITF inh,GPR151 activ
Cc1ccc(C)c(N(CC(=O)Nc2cccc(C(F)(F)F)c2)S(C)(=O)=O)c1,10.6,0.1,-1.3,0.2
Cc1ccc(NC(=O)c2sc3nc4c(c(-c5ccco5)c3c2N)CCCC4)cc1,-4.9,0.2,51.2*,0.7
COc1ccccc1C(=O)Nc1cc2ccccc2oc1=O,-20.5,0.2,12.9,0.6

# Other records follow:
molecule,TEAD-YAP block,FBW7 activator,MITF inh,GPR151 activ
O=C(CNCc1ccccc1Cl)Nc1ccc(N2CCCC2)cc1,22.6,-0.2,13.8,0.2
CCn1nc(C(=O)N(Cc2ccccn2)c2nc3c(F)cccc3s2)cc1C,-6.9,0.0,-18.6,1.5
CCCOc1ccc(C2C(=O)N(C3CCC(C)CC3)CC(=O)N2Cc2ccco2)cc1OC (configuration not stated),-3.4,0.0,1.0,1.2
CCOc1ccccc1CN1CCNC(=O)C1CC(=O)N(CC)CC (configuration not stated),8.0,0.0,-13.2,-1.1
CC12C(=O)N(c3cc(Cl)ccc3O)C(=O)C1C1C=CC2C1 (configuration not stated),-10.5,-0.1,-2.2,-1.1
CCOC(=O)N1CCN(C(=O)CN(C)S(=O)(=O)c2ccc(Br)cc2)CC1,10.2,0.1,2.8,-0.3
COC(CNC(=O)C1CCN(c2nc3ccccc3[nH]2)CC1)OC,-9.2,0.8,16.6,0.4
Fc1ccc(Nc2ncnc3sc4c(c23)CCCC4)c(F)c1,2.7,0.1,2.3,-0.3
O=S1(=O)N=C(N(CCO)/N=C/c2ccccc2Br)c2ccccc21,-15.8,0.7,17.1,-0.6
COc1cc(C(=O)N2CCN(C(=O)COc3ccccc3)CC2)cc(OC)c1OC,6.6,-0.1,-1.3,0.3
O=C(Nc1cc(=O)n(-c2c(Cl)cc(Cl)cc2Cl)[nH]1)c1cccc(N2C(=O)CCC2=O)c1,1.9,-0.3,-8.0,2.3
CC(C)CC(=O)N1CCCC(c2nc(-c3ccc(F)cc3)no2)C1 (configuration not stated),-30.4,-0.1,-2.9,1.4
CCC1(CC)CC1C(=O)N1CCC(N2CCC(C(=O)N3CCOCC3)CC2)CC1 (configuration not stated),-6.4,-0.1,-7.0,0.5
CCOc1ccc(Cl)cc1S(=O)(=O)NCc1ccccc1,3.1,0.3,0.6,2.4
CC(C(=O)Nc1cc(Cl)ccc1Cl)N1CCC(C(N)=O)CC1 (configuration not stated),-2.4,-0.1,7.2,-0.2
Cc1ccc(NC2=C(Cl)C(=O)OC2OC(=O)c2ccccc2Br)cc1C (configuration not stated),-3.5,-0.2,-1.0,0.5
COc1ccc(CCN(Cc2cccnc2)C(=S)Nc2cccc(C)c2)cc1OC,-4.1,0.1,4.8,3.2
OCC1CCCN1c1nc(NCc2cccc(C(F)(F)F)c2)c2[nH]cnc2n1 (configuration not stated),10.9,0.3,16.1,-1.4
COc1ccc(-c2ccc(/C=C3\Sc4ccccc4C3=O)o2)c([N+](=O)[O-])c1,-58.7,0.4,8.8,0.6
O=C1C(Cc2c[nH]c3ccccc23)N=C2c3ccccc3N=C(SCc3ccc(Cl)cc3)N12 (configuration not stated),2.2,-0.1,2.6,-0.6
CC(NC(=O)Cn1cccc1C(=O)c1ccccc1)c1ccccc1 (configuration not stated),-7.7,1.4,2.8,-0.7
OCC1(CCOc2ccccc2)CCN(Cc2c[nH]c3ccccc23)CC1,0.8,-0.1,-6.0,0.8
COc1ccc(CNC(=O)c2cccc(NC3=NC4CS(=O)(=O)CC4S3)c2)cc1 (configuration not stated),-8.3,0.0,2.4,-1.5
CC1(C)CC(=O)C2=C(C1)OC(N)=C(C#N)C2c1ccc2c(c1)OCO2 (configuration not stated),2.1,0.0,-6.0,-0.8
COc1cc(Nc2nc(Nc3cnccn3)nc3c2ncn3CCN2CCCC2=O)cc(OC)c1OC,0.5,1.2,4.0,1.0
CC(=O)Nc1c(C(=O)N2CCCCC2)cnn1-c1ccccc1Cl,-4.8,-0.1,12.0,-0.1
COc1ccc(-c2cn3c(C)c(C)nnc3n2)cc1N,16.1,0.1,3.0,-5.0
CCc1ccc(NC(=O)Cc2nc(-c3ccc(O)c(C(N)=O)c3)cs2)cc1,-2.3,0.3,-6.3,2.8
Cc1ccc(-n2c(SCC(C)C)nc3sc4c(c3c2=O)CCCCC4)cc1,-7.1,-0.1,1.4,-0.1
O=S(=O)(c1ccccc1C(F)(F)F)N1CCN(c2ncnc3sccc23)CC1,2.0,0.0,0.1,2.8
Cc1ccc(NC(=O)C(=O)NCc2ccc(C(C)C)cc2)cc1,-2.2,0.2,7.5,-0.3
CCOC(=O)c1csc2c1CCC/C2=N\O,48.4*,-0.1,-2.6,-1.8
Cc1ccc(C2CC(c3ccccc3)n3ncnc3N2)cc1 (configuration not stated),0.3,0.0,-0.6,-0.4
NC(=O)c1cc(NC(=O)CCCN2C(=O)c3ccccc3C2=O)cc(C(N)=O)c1,3.2,0.6,14.2,-0.2
COc1ccc(C(c2ccccn2)N(C)C(=O)C2CCN(C(=O)c3ccccc3)CC2)cc1 (configuration not stated),4.7,-0.4,15.7,0.4
NC(=O)c1ccc(NC(=O)COC(=O)c2cncc(Br)c2)cc1,3.3,0.7,8.8,-0.1
CCOC(=O)c1c(N)sc(C(=O)N(CC)CC)c1C,-2.9,0.0,9.8,-0.5
Cc1cc2nc(C3CCCCN3C(=O)C3CCN(S(C)(=O)=O)CC3)[nH]c2cc1C (configuration not stated),1.2,0.5,10.2,0.4
Oc1c(Cl)cc(Cl)cc1/C=N/Nc1cc(N2CCOCC2)ncn1,13.4,0.3,8.6,-0.6
COCCCNS(=O)(=O)c1ccc(-c2ccc(S(=O)(=O)NCCCOC)cc2)cc1,11.7,0.0,1.2,0.5

# At a glance, part of the list above.
molecule,TEAD-YAP block,FBW7 activator,MITF inh,GPR151 activ
CCOCCCNC(=S)Nc1ccc(C(=O)OC)cc1,-7.9,0.0,-7.2,-0.1
COc1ccc(CCNC(=O)c2ccnc(Nc3cc(OC)c(OC)c(OC)c3)c2)cc1,11.4,0.0,9.1,-1.1

# Continuation:
molecule,TEAD-YAP block,FBW7 activator,MITF inh,GPR151 activ
CCN(CC)c1ccc(/C=N/NC(=O)NC2CCCCC2)c(O)c1,-4.7,-0.1,-9.3,2.1
COc1ccc(SCCCC(=O)Nc2nc3c(s2)CCCC3)cc1,-3.8,-0.2,6.6,0.3
CC1CCc2c(sc(NC(=O)c3cc(-c4ccc5c(c4)OCO5)on3)c2C(N)=O)C1 (configuration not stated),9.8,0.0,3.7,0.0
CCOC(=O)c1nn2c(C(F)(F)F)cc(-c3cccs3)nc2c1Br,-8.8,-0.2,-1.4,-1.1

# Screens from PubChem BioAssay.
